ARFGAP1 inhibitor = inhibitors of rat ARFGAP1; Arfgap1-stimulated ARF1 GTP hydrolysis, GDP FP detection; inhibition, % at 16.5 µM; 360,000 compounds, 0.26% hits; Q62848;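 active means inhibition above a per-plate limit, mean inhibition of low control wells plus 3 SD, cut at about 25% in these data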;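 further: 0% = DMSO wells with enzyme and 100% = wells lacking Arfgap1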
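Material: rat Arfgap1 GAP domain (His6, aa 1-136), purified enzyme. Also added: human ARF1(Δ1-17)-GTP substrate. Compound dosing: 16.5 µM single point, 1.26% DMSO. Timing: enzyme reaction 120 min at 25 °C after 20 min preincubation. Signal: GDP detection by fluorescence polarization. Read-out basis: percent inhibition of GAP-stimulated GDP formation, scaled between DMSO and no-Arfgap1 medians.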
PLC-gamma1 inh = inhibitors of human phospholipase C gamma1; 370,000 compounds, 0.84% hits; AID 720700; inhibition, % at 12.2 µM; P19174; purified PLC-gamma1, fluorogenic substrate, fluorescence; in the data active means inhibition above about 9.5%
ASAP1 GAP inh = blocks human ASAP1-stimulated Arf1 GTP hydrolysis; GDP FP detection; Q9ULH1; 360,000 compounds, 0.19% hits; inhibition, % at 16.5 µM; in the data active means inhibition above about 25%;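 further: 0% = vehicle with enzyme and substrate and 100% = no enzyme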
ADAM17 inh = inhibits human ADAM17; P78536; recombinant ADAM17, EDANS/DABCYL FRET peptide cleavage; inhibition, % at 6.95 µM; 370,000 compounds, 0.83% hits; AID 720648;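 active means inhibition above the mean of compounds lying between control limits plus 3 SD, set per campaign, cut at about 8.5% in these data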;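 further: 0% = DMSO-only wells as the low control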
DDE Tn6 FP inh = disrupts Tn6 cyclic peptide binding to fibrin D-Dimer-E complex; P02675; Fibrin DD(E) TRITC-Tn6 fluorescence polarization displacement; inhibition, % at 8.3 µM; 370,000 compounds, 0.21% hits; AID 720509;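 active means inhibition above a per-campaign cutoff: mean of compounds within control limits plus 3 SD, cut at about 15% in these data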;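 further: 0% = median of all compound wells on the plate and 100% = blocking peptide control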
Target sequence (P02675 whole entry, looked up): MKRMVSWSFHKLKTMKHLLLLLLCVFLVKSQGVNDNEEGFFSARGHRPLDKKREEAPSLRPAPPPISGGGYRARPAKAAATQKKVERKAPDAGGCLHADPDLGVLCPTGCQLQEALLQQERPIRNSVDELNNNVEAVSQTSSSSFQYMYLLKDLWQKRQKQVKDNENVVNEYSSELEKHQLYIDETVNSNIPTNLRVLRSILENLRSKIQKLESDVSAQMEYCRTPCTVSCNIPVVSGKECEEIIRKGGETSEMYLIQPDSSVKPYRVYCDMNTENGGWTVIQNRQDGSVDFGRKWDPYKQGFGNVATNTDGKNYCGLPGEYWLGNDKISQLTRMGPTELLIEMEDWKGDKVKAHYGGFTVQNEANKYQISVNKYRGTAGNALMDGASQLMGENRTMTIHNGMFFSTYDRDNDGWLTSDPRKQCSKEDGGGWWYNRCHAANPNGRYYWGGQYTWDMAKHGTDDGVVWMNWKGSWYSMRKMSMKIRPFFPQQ
ADAM10 inh = inhibits human ADAM10 | O14672 | recombinant ADAM10, EDANS/DABCYL FRET peptide cleavage, 3 h | inhibition, % at 7 µM | 370,000 compounds, 0.62% hits;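 active means inhibition above a per-campaign cutoff equal to the mean of compounds falling between control-based bounds plus 3 SD, cut at about 20% in these data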;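 further: 0% = DMSO wells while the 100% control is not disclosed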
Target sequence (O14672 214-748 limits assumed): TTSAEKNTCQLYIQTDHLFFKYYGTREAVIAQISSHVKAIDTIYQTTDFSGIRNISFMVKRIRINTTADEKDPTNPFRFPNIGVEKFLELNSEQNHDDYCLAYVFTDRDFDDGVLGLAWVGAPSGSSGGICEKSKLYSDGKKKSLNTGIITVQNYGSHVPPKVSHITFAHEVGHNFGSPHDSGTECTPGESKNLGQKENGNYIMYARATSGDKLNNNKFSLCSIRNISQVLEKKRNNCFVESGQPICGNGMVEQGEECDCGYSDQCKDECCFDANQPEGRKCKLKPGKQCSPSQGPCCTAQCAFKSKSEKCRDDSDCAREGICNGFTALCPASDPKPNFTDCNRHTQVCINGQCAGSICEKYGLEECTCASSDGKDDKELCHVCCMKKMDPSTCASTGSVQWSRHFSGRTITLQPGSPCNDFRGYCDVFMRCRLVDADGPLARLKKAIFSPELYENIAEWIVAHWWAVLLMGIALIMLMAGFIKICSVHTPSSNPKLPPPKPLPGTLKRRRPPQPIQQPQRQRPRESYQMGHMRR
Tn7 DDE FP = DD(E)-Tn7 binding inhibition, primary FP screen | FP displacement of FITC-Tn7 peptide from fibrin DD(E); 0% = median of compound wells per plate | 370,000 compounds, 0.13% hits | inhibition, % at 8.3 µM | P02675 | AID 720508;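 active means inhibition above the mean of compounds falling within the control limits plus 3 SD of them, cut at about 14% in these data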;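 further: 0% = plate median of compound wells and 100% = 10 µM Aha-Tn7 peptide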
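Assay system: human fibrin DD(E) protein / Input: 2 µM fibrin DD(E) / Benchmarks: high control of 10 µM Aha-Tn7 peptide / Measured by: fluorescence polarization of the labelled Tn7 tracer / Medium: Tris buffer with calcium and detergent, pH 7.8 / Timing: 10 min compound pre-incubation, 3 h probe incubation at room temperature / Repeats: one replicate per compound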
TDP2 absorb = TDP2 (human) inhibition, absorbance primary screen; recombinant TDP2, T5PNP hydrolysis, p-nitrophenol absorbance 415 nm; inhibition, % at 12.8 µM; 370,000 compounds, 0.34% hits; AID 720702;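 active means inhibition above the mean of all tested compounds plus 3 SD, set per campaign, cut at about 25% in these data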;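 further: 0% = DMSO with enzyme and 100% = buffer with substrate but no TDP2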
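System – recombinant human TDP2 · Quantity – TDP2 enzyme at 120 nM final · Doses – single concentration, 12.8 µM nominal, with 1% DMSO · Incubation – 2 h at 37 °C · Measured by – epi absorbance of p-nitrophenol freed from T5PNP by hydrolysis · Read-out – % inhibition relative to enzyme-containing and enzyme-free wells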
LEDGF integ inh = blocks HIV-1 LEDGF/p75-dependent DNA integration. TR-FRET IN-LEDGF/p75 DNA integration, Eu/Cy5. inhibition, % at 3.7 µM. 370,000 compounds, 0.64% hits;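 active means inhibition above the screen-wide mean plus 3 SD, cut at about 13% in these data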;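 further: signal is the Cy5 over europium emission ratio at 671 and 618 nm; 0% = plate median of compound wells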
KLK7 zymogen act = activators of human kallikrein-7 zymogen; P49862; purified proKLK7, EDANS-DABCYL substrate fluorescence; 100% is mature enzyme control, 0% vehicle; activation, % at 7 µM; 370,000 compounds, 0.9% hits;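 active means activation above the mean of all tested compounds plus 3 SD, computed per campaign excluding outliers beyond control limits, cut at about 13% in these data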
* hit, by the source's call; i = inactive; nt = no result given.

SMILES	ARFGAP1 inhibitor	PLC-gamma1 inh	ASAP1 GAP inh	ADAM17 inh	DDE Tn6 FP inh	ADAM10 inh	Tn7 DDE FP	TDP2 absorb	LEDGF integ inh	KLK7 zymogen act
Cc1c(Cl)cccc1NC(=O)NCc1ccc(F)cc1	0	2	9	3	-3	6	1	-3	0	-0.3
Cc1nn2cnnc2c(C)c1Cc1c(F)cccc1Cl	-4	0	-6	0	4	1	-5	13	-1	-0.3
O=c1[nH]ncc(N2CCCCCC2)c1Cl	-6	2	-8	0	1	5	-4	-8	-4	-0.8
COc1cccc(CC2(CO)CCCN(Cc3cn[nH]c3-c3ccc(F)cc3)C2)c1 (centres undefined)	-5	2	7	-1	-1	-3	3	3	-3	-0.3
C/C(=N/NC(=O)c1ccc(C)s1)c1cccnc1	10	-7	3	-1	-5	-4	-2	-3	-6	-0.2
COc1cc(OC)c(OC)cc1/C=N/NC(=O)c1ccc2nc[nH]c2c1	0	-120	10	-9	2	-31	3	-8	-4	2.4
COC(=O)c1sccc1NC(=O)c1ccccc1Br	0	-1	-12	-3	-1	0	1	20	-5	0.4
Cc1cc(C)c(C#N)c(SCC(=O)c2ccccc2)n1	-1	-11	-5	-2	-14	-2	6	7	2	0.3
O=C(C1CCCC1)N1CCN(S(=O)(=O)c2ccc(Cl)cc2)CC1	3	0	11	2	-7	1	3	18	1	0.9
Cc1nn(-c2ccc(F)cc2)c(-n2cccc2)c1C(=O)N1CCN(C(=O)c2ccco2)CC1	1	2	-12	-1	-2	-6	-3	14	1	0.4
CC(=O)c1ccc(NC(=O)Cn2cnc(S(=O)(=O)N3CCCCC3)c2)cc1	5	1	8	-4	-3	-2	-5	4	0	0.0
COc1ccc(OC)c(CN(CCCN2CCOCC2)S(=O)(=O)c2ccc(NC(C)=O)cc2)c1	-2	1	-8	-4	-1	-2	-11	3	0	-0.7
COc1ccc(N2CCN(C(CNC(=O)C(=O)NCc3cccnc3)c3ccco3)CC2)cc1 (centres undefined)	5	3	14	1	-10	5	-9	-9	3	-0.4
Cc1nn(-c2ccccc2)c(C)c1NC(=O)COc1cc(F)ccc1[N+](=O)[O-]	-4	2	-1	-4	-2	-8	-7	10	1	-0.7
O=C(OCC(=O)N1CCCC1)c1ccc(S(=O)(=O)N2CCOCC2)cc1	-11	0	1	-7	4	-7	2	-3	-1	0.0
Cc1ccc(NC(=O)CSCC(=O)Nc2ccccc2C(=O)NC2CC2)cc1	7	-3	1	-4	-1	-7	-2	2	-4	0.7
Cc1nc2ccc(C(=O)NC(C)(C)C)cn2c1N(C)C(=O)CCc1ccccc1	-12	-6	8	-11	-1	-36	0	3	-4	0.3
COC(=O)[C@H](C(C)C)N1CCc2nnn(CC3CCCCC3)c2-c2cc(F)ccc2S1(=O)=O	nt	3	nt	7	7	13	7	-8	5	0.6
Cc1ccc(NC(=O)CCC(=O)N/N=C/c2ccc(O)cc2)cc1	-4	7	4	1	2	-3	-7	6	6	-0.2
CCN(CC)S(=O)(=O)c1ccc(-c2nnc(SCc3nnc(-c4ccc(C)cc4)o3)n2CC)cc1	-17	3	-1	0	6	9	4	10	2	0.6

An excerpt from above in order of heavy-atom count, rising:
SMILES	ARFGAP1 inhibitor	PLC-gamma1 inh	ASAP1 GAP inh	ADAM17 inh	DDE Tn6 FP inh	ADAM10 inh	Tn7 DDE FP	TDP2 absorb	LEDGF integ inh	KLK7 zymogen act
O=c1[nH]ncc(N2CCCCCC2)c1Cl	-6	2	-8	0	1	5	-4	-8	-4	-0.8
C/C(=N/NC(=O)c1ccc(C)s1)c1cccnc1	10	-7	3	-1	-5	-4	-2	-3	-6	-0.2
Cc1nn2cnnc2c(C)c1Cc1c(F)cccc1Cl	-4	0	-6	0	4	1	-5	13	-1	-0.3
O=C(C1CCCC1)N1CCN(S(=O)(=O)c2ccc(Cl)cc2)CC1	3	0	11	2	-7	1	3	18	1	0.9
Cc1ccc(NC(=O)CCC(=O)N/N=C/c2ccc(O)cc2)cc1	-4	7	4	1	2	-3	-7	6	6	-0.2
O=C(OCC(=O)N1CCCC1)c1ccc(S(=O)(=O)N2CCOCC2)cc1	-11	0	1	-7	4	-7	2	-3	-1	0.0
CC(=O)c1ccc(NC(=O)Cn2cnc(S(=O)(=O)N3CCCCC3)c2)cc1	5	1	8	-4	-3	-2	-5	4	0	0.0
Cc1nc2ccc(C(=O)NC(C)(C)C)cn2c1N(C)C(=O)CCc1ccccc1	-12	-6	8	-11	-1	-36	0	3	-4	0.3
COc1cccc(CC2(CO)CCCN(Cc3cn[nH]c3-c3ccc(F)cc3)C2)c1 (centres undefined)	-5	2	7	-1	-1	-3	3	3	-3	-0.3
COc1ccc(N2CCN(C(CNC(=O)C(=O)NCc3cccnc3)c3ccco3)CC2)cc1 (centres undefined)	5	3	14	1	-10	5	-9	-9	3	-0.4
CCN(CC)S(=O)(=O)c1ccc(-c2nnc(SCc3nnc(-c4ccc(C)cc4)o3)n2CC)cc1	-17	3	-1	0	6	9	4	10	2	0.6

Following part:
SMILES	ARFGAP1 inhibitor	PLC-gamma1 inh	ASAP1 GAP inh	ADAM17 inh	DDE Tn6 FP inh	ADAM10 inh	Tn7 DDE FP	TDP2 absorb	LEDGF integ inh	KLK7 zymogen act
O=C(COC(=O)COc1ccc(Cl)cc1Cl)NC1CCS(=O)(=O)C1 (centres undefined)	-1	-1	-11	-2	8	-8	3	-3	-2	0.2
CCCCn1c(/N=C/c2ccc(N(C)C)cc2)nc2ccccc21	2	1	6	0	-1	3	-1	7	0	-0.3
CCC1(c2ccccc2)NC(=O)N(CC(=O)Nc2cccc(S(=O)(=O)N3CCCCC3)c2)C1=O (centres undefined)	7	9	-2	0	-1	-1	5	5	-3	0.1
O=C(CCSc1nc(-c2ccc3c(c2)OCO3)cc(C(F)(F)F)n1)NCc1ccco1	13	-141	1	-21	1	-87	-2	-4	2	-5.3
CCOC(=O)C1=C(CC)Nc2ccccc2N/C1=N\S(=O)(=O)c1ccc(C(=O)OCC)cc1	-9	1	-1	1	-7	9	-4	-7	-1	-0.2
NC(=O)c1ccsc1NC(=O)c1cccs1	-6	-21	5	-2	1	-11	2	3	-1	0.5
Cc1ccc(C(=O)NCCc2nnc(SCC(=O)Nc3nc(-c4ccccc4)cs3)n2C)cc1	-1	9	2	-4	-3	-2	3	6	3	0.3
COc1ccc(C=O)cc1COc1ccc2c(c1)OCO2	-3	0	-7	3	-1	-3	-5	6	8	0.5
O=C1CCc2cc(S(=O)(=O)NCCC(=O)NC3CCN(Cc4ccccc4)CC3)ccc2N1	-20	0	-6	-2	8	-2	4	3	-3	-0.1
Cc1nc2sccn2c(=O)c1S(=O)(=O)NC(C)c1ccccc1 (centres undefined)	-8	-5	11	-27	-4	-97	-2	10	-1	0.2
O=C(CN1CCN(C(=O)c2ccc(-c3nc4ccccc4s3)o2)CC1)Nc1cccc(F)c1	2	0	-9	-5	-9	-9	9	4	-1	-0.7
O=C(CN1C(=O)NC2(CCOc3ccccc32)C1=O)NCc1ccccc1 (centres undefined)	-1	-1	-6	-3	-1	-2	-5	-4	1	0.4
C=CCn1c(-c2cccc(OC)c2)nc2nc3ccccc3nc21	14	-184	0	-9	-9	-17	6	7	-5	0.7
CSc1nccc(Oc2cncc(Cl)c2)n1	4	2	-1	0	-6	-9	-13	-2	5	0.3
CCOC(=O)c1[nH]c(CSc2nnc(-c3ccncc3)n2CCOC)c(C(=O)OCC)c1C	18	-6	-7	-4	-2	3	4	-3	-4	0.6
O=C(/C=C/c1ccco1)OCc1nnc(-c2ccc(Cl)cc2)o1	2	-6	4	0	2	-9	-2	-8	-3	-0.2
COc1cc(/C=N/Nc2ccc(C(F)(F)F)cn2)cc(OC)c1O	-4	-6	5	-3	4	-2	1	2	-4	-0.8
CC(=O)Nc1ccc(Nc2nc(Cl)nc(Nc3ccc(NC(C)=O)cc3)n2)cc1	5	4	-7	-9	2	10	-3	-4	5	2.8
O=S(=O)(Nc1ncn[nH]1)c1ccc2ccccc2c1	-3	-1	-5	1	11	0	8	-8	-4	-0.1
COc1cccc(-c2cc(C(=O)O)c3cc4ccccc4cc3n2)c1OC	1	-3	0	-3	3	-22	-1	-2	-5	-0.2
COc1ccc(/C=C2\C(=O)NC(=S)N2C(=O)c2ccc(C)cc2)cc1	0	-8	5	-3	-1	5	1	-4	-7	-1.5
Cn1cc(CCNC(=O)CC2C(=O)NCCN2CC(c2ccccc2)c2ccccc2)cn1 (centres undefined)	5	-3	-5	-3	4	-2	3	-8	-1	0.8
O=C(c1ccc(Br)cc1)C1CCc2occc2C1=O (centres undefined)	3	-2	10	-4	1	-8	-3	2	4	0.3
COc1ccccc1CNC(=O)C1CCN(c2nc3ccccc3o2)CC1	17	1	-2	-2	1	-4	4	0	0	0.5
CC(C)OP(=O)(OC(C)C)C1(O)C(=O)Nc2ccccc21 (centres undefined)	-5	0	9	0	5	-14	-10	-14	-2	0.3
CS(=O)(=O)N1CCC(Oc2ccccc2C(=O)N2CCC[C@H]2CO)CC1	8	5	-1	-7	-5	-7	-8	5	2	0.0
CCc1n[nH]c(=S)n1/N=C/c1ccc2c(c1)OCO2	-6	1	-7	0	-3	1	-2	0	2	-0.3
c1ccc(-n2nnnc2SCc2cccc3nsnc23)cc1	-2	-2	11	0	4	7	4	7	-3	-0.3
COCCNC(=O)c1c(N)n(-c2ccccc2)c2nc3ccccc3nc12	15	-414	22	-382	-3	i	1	24	1	-32
Cc1cc(C)cc(NC(=O)C2COc3ccccc3O2)c1 (centres undefined)	-3	-1	-2	-2	1	-3	-4	1	-1	-0.1
C/C(=N\NC(=O)CCn1nnc2ccccc21)c1cccs1	6	4	-4	0	-7	-6	-2	8	0	-0.2
CC1(C)O[C@@H]2[C@H](O1)[C@@H](CO)O[C@H]2n1cc(Br)c(=O)[nH]c1=O	-2	14*	18	5	3	0	-6	-20	-2	-0.1

Screens as filed in PubChem.
